Source: PubChem BioAssay
NPYLR7 agonist: agonists of mosquito NPYLR7 receptor, primary screen, cell-based, Aedes aegypti, calcium fluorescence, mosquito biting behavior; Aedes aegypti neuropeptide Y-like receptor 7 (NPYLR7); HEK293T NPYLR7/Galpha15, GCaMP6s calcium fluorescence; activation, % at 10 µM; 270,000 compounds, 0.15% hits; AID 1259423, 2018; in the data active = activation above about 40%;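 also: 0% = vehicle and 100% = reference agonist at the receptor; some compounds past the cut are filed as inactive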
hcGAS lum: Primary biochemical luminescence assay for human cyclic GMP-AMP synthase inhibitors; Q8N884; recombinant h-cGAS, ATP depletion, Kinase-Glo luminescence; inhibition, % at 12.5 µM; 290,000 compounds, 0.081% hits; AID 1259398, 2018;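 also: 0% = vehicle reaction and 100% = reaction without DNA for no activity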
Target sequence (Q8N884 whole entry, looked up): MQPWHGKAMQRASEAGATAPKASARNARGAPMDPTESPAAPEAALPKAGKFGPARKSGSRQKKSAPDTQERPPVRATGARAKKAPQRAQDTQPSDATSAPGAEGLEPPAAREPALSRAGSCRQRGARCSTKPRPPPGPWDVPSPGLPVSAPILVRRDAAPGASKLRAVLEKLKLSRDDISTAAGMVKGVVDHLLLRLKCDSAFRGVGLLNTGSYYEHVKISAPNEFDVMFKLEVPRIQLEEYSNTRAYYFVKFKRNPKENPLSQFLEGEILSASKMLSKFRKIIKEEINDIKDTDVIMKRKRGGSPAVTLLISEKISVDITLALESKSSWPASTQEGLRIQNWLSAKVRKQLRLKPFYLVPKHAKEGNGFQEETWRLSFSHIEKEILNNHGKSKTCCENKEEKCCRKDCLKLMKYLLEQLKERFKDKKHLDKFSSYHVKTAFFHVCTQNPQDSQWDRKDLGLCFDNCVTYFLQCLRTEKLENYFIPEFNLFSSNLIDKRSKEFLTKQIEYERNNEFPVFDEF
mcGAS lum: cyclic GMP-AMP synthase inhibitors, mouse, primary biochemical chemiluminescence | Q8C6L5 | recombinant cGAS, Kinase-Glo ATP depletion luminescence | inhibition, % at 12.5 µM | 160,000 compounds, 0.15% hits;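 also: 0% = negative control wells and 100% = reference inhibitor with no enzyme activity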
* = called active by the depositor. Rule as the data show it, unless noted: active = inhibition above about 40%; inactive = the rest.

CCN1C(=O)NC(c2ccc([N+](=O)[O-])cc2)C(C(=O)OC(C)C)=C1C (stereo not given) was read as NPYLR7 agonist -4, hcGAS lum -3 and mcGAS lum -6.
Screening COc1ccc(OCCCn2cnc3ccccc32)cc1 returned NPYLR7 agonist -6 and hcGAS lum -4.
Cc1cccc2nc(CSc3nnc(-c4cccs4)n3C3CC3)cc(=O)n12 was read as NPYLR7 agonist -1 and hcGAS lum 5.
CN(C)CCCNc1nc2cc(-c3cccc(Cl)c3)sc2c(=O)n1C was read as NPYLR7 agonist 5 and hcGAS lum -9.
For Cc1ncc(CN2CCc3c([nH]c4ccccc34)C2c2ccc(F)cc2)s1 (stereo not given) the results were NPYLR7 agonist 9, hcGAS lum -5 and mcGAS lum -14.
`C=C(C)CSc1nnc(N)s1` gave NPYLR7 agonist 15 and hcGAS lum -3.
COc1ccc(C2=NN(c3nc(-c4ccccc4)c4cc(C)ccc4n3)C(c3ccccc3)C2)cc1 (stereo not given) was read as NPYLR7 agonist -9, hcGAS lum -3 and mcGAS lum -2.
`Cc1nnc(CNC(=O)c2ccc3c(c2)ncn3-c2ccccc2)o1` gave NPYLR7 agonist -2 and hcGAS lum -3.
CC(=CC(=O)Nc1ccc(Cl)cc1)Nc1ccc(Br)cc1 was read as NPYLR7 agonist -3, hcGAS lum -8 and mcGAS lum -16.
Screening Cc1cc(C)n(-c2ccc(Nc3ccc(NC(=O)Nc4cccc(F)c4)cc3)nn2)n1 returned NPYLR7 agonist -4, hcGAS lum -6 and mcGAS lum -8.
`O=C(N1CCN(c2nccc(-c3ccco3)n2)CC1)C(F)(F)C(F)F` gave NPYLR7 agonist 12, hcGAS lum 0 and mcGAS lum -4.
`Cc1nc2c(C)cccn2c(=O)c1NC(=O)c1cccc(F)c1` gave NPYLR7 agonist 4 and hcGAS lum -18.
Screening CCc1nc(C)c(-c2nc(CCc3ccccc3)no2)s1 returned NPYLR7 agonist -7 and hcGAS lum -17.
For CCOc1ccc(C2CC(c3ccc(OC)cc3OC)=NN2C(=O)CN2CCN(c3ccccc3F)CC2)cc1 (stereo not given) the results were NPYLR7 agonist 6, hcGAS lum -5 and mcGAS lum -5.
O=[N+]([O-])c1c(C(Cl)Cl)nc(-c2ccccc2)nc1-n1nnc2ccccc21 was read as NPYLR7 agonist -4, hcGAS lum 1 and mcGAS lum -4.

Filtered by structure: the compounds so far containing two or more sulfur atoms.
Cc1cccc2nc(CSc3nnc(-c4cccs4)n3C3CC3)cc(=O)n12 was read as NPYLR7 agonist -1 and hcGAS lum 5.
`C=C(C)CSc1nnc(N)s1` gave NPYLR7 agonist 15 and hcGAS lum -3.

(next part)
For Cc1cccc(C(=O)N2CCN(c3ccc(C)cc3C)C(=O)C2C)c1 (stereo not given) the results were NPYLR7 agonist -14, hcGAS lum 1 and mcGAS lum 0.
CNS(=O)(=O)Cc1ccccc1CNS(=O)(=O)c1cc(Cl)cc(Cl)c1 was read as NPYLR7 agonist 6 and hcGAS lum -4.
`CO/N=C(\C(=O)O)c1csc(NN=C(C)C)n1` gave NPYLR7 agonist 1 and hcGAS lum -1.
Screening Cc1ccc(-c2nnc3c4cnn(C)c4ncn23)cc1 returned NPYLR7 agonist 14, hcGAS lum -8 and mcGAS lum -6.
For CC(NC(=O)C(C)N(C)Cc1ccc2ccccc2c1)c1ccc(F)cc1 (stereo not given) the results were NPYLR7 agonist 2, hcGAS lum -8 and mcGAS lum -10.
For CNC(=O)c1ccc(CN(Cc2ccco2)S(=O)(=O)N2CCCC(C)C2)cc1 (stereo not given) the results were NPYLR7 agonist 5, hcGAS lum -10 and mcGAS lum -16.
`O=[N+]([O-])c1ccc(S(=O)(=O)N(Cc2ccc(F)cc2)c2cccc(Cl)c2)cc1` gave hcGAS lum -6 and mcGAS lum -6.
`Cc1c(C(=O)N2CCCC2)oc2c1-c1nn(CC(=O)N3CCCC3)cc1CC2` gave NPYLR7 agonist -1 and hcGAS lum 8.
For COc1ccccc1-c1cn2c(C(=O)NC[C@H]3CCc4ccccc4O3)csc2n1 the results were NPYLR7 agonist 5, hcGAS lum -2 and mcGAS lum -7.
For COCCNc1nc(NCc2ccc(NC(C)=O)cc2)c2sc(-c3ccccc3)cc2n1 the results were NPYLR7 agonist 6 and hcGAS lum -5.
Screening O=C(CN(CC1CCCO1)C(=O)c1ccc([N+](=O)[O-])cc1)N(Cc1ccccc1)Cc1ccco1 (stereo not given) returned NPYLR7 agonist -5, hcGAS lum -1 and mcGAS lum -4.
`CCCc1ncncc1C(=O)N1C[C@@H]2C3CCC(CC3)[C@@H]2C1` gave NPYLR7 agonist 26 and hcGAS lum -5.
Screening CC(C)Cc1cc(-c2ccccc2)c(C#N)c(N)n1 returned NPYLR7 agonist -2 and hcGAS lum -4.
Screening CN(C)CCCOc1ccc(-c2nnc3ccc(-c4cccc(Oc5ccccc5)c4)cn23)cc1 returned NPYLR7 agonist 8, hcGAS lum -5 and mcGAS lum -7.
For Cc1cccc(-n2c(SCc3nc(C(=O)NCc4ccc(F)cc4)cs3)nnc2-c2cccs2)c1 the results were NPYLR7 agonist 2, hcGAS lum -3 and mcGAS lum -4.
Cc1c(NC(=O)CC2CCc3ccccc3C2)cccc1C(N)=O (stereo not given) was read as NPYLR7 agonist 5 and hcGAS lum -10.
Screening Cc1noc(-c2ccncc2)c1C(=O)NCc1cccc(Cl)c1 returned NPYLR7 agonist -1, hcGAS lum -7 and mcGAS lum -7.
Screening COCc1nc(N(C)Cc2cccc3ncccc23)c2cnn(C)c2n1 returned NPYLR7 agonist 3 and hcGAS lum -6.
For CCN(CC)C(=O)Cn1cc(C(=O)NCCCN2CCCc3ccccc32)nn1 the results were NPYLR7 agonist 7 and hcGAS lum -2.
CC1(C(=O)Nc2ccc3c(c2)OCO3)CCN1C(=O)Cc1cccs1 (stereo not given) was read as NPYLR7 agonist -1, hcGAS lum -4 and mcGAS lum -4.
`CC(OC(=O)Cn1c(=O)oc2ccccc21)C(=O)N1CCNC1=O` (stereo not given) gave NPYLR7 agonist 7 and hcGAS lum -10.
`COc1ccc(CCCN(C)S(=O)(=O)c2ccc([N+](=O)[O-])cc2)cc1OC` gave NPYLR7 agonist 8, hcGAS lum -4 and mcGAS lum -8.
Cn1ccnc1CN1CCN(C(=O)COCC2CCCCO2)CC1 (stereo not given) was read as hcGAS lum 7 and mcGAS lum 1.
Screening CCOC(=O)c1cccnc1-c1ccc(OC)nc1 returned NPYLR7 agonist 28, hcGAS lum -4 and mcGAS lum -18.
For O=C(c1cc(F)ccc1F)N1CCc2ccccc2C1c1ccc(F)cc1 (stereo not given) the results were NPYLR7 agonist -3, hcGAS lum 0 and mcGAS lum 1.
COCC(=O)Nc1ccc(N(C)C)c(CN(CCN(C)C)C(=O)c2ccc(F)cc2)c1 was read as NPYLR7 agonist 12, hcGAS lum -5 and mcGAS lum -4.
Cc1[nH]nc(SCC(=O)N2CCCC2)c1[N+](=O)[O-] was read as NPYLR7 agonist -9 and hcGAS lum 6.
`Cc1cc(=O)[nH]c(-n2nc(C)cc2NC(=O)c2ccc(-c3ccccc3)cc2)n1` gave NPYLR7 agonist 1, hcGAS lum 2 and mcGAS lum -4.
For COc1ncccc1C(=O)N1CCCC(CCC(=O)N2CCOCC2)C1 (stereo not given) the results were NPYLR7 agonist 2 and hcGAS lum -8.
Screening O=C(NCc1cnc(-c2ccccc2)s1)c1cn(CC2CCCO2)nn1 (stereo not given) returned NPYLR7 agonist 19 and hcGAS lum -12.
COCCOC(=O)C1=C(C)N(C)C(=O)N(C)C1c1cccc([N+](=O)[O-])c1 (stereo not given) was read as NPYLR7 agonist -3, hcGAS lum -4 and mcGAS lum -4.
`COc1cccc(-c2csc3nc(CN(CC(O)COCC(C)C)C4CCCCC4)[nH]c(=O)c23)c1` (stereo not given) gave NPYLR7 agonist 6, hcGAS lum -2 and mcGAS lum -4.
`CC(C)SC(NC(=O)OCc1ccccc1)C(=O)NCCc1ccc(O)cc1` (stereo not given) gave NPYLR7 agonist -5, hcGAS lum -6 and mcGAS lum -5.
For O=C(N1CCOC(c2cccnc2)C1)C1(N2CCCCC2)CCCCC1 (stereo not given) the results were hcGAS lum -24 and mcGAS lum -8.
Screening COc1ccccc1/C=C/CN1CCCC(CNC(=O)c2ccc(F)cc2)C1 (stereo not given) returned NPYLR7 agonist 5 and hcGAS lum -9.
`CCC1=NOC(C(=O)NCc2ccccc2-n2ccnc2C)C1` (stereo not given) gave NPYLR7 agonist 10 and hcGAS lum 1.
`O=C(Nc1ccccc1)N1CCC(n2cc(CN3CCC[C@@H]3CO)nn2)CC1` gave NPYLR7 agonist 20 and hcGAS lum -10.
Screening CCN(CC1CCCN(CCc2cccc(F)c2)C1)C(=O)c1ccc(C(=O)OC)cc1 (stereo not given) returned NPYLR7 agonist 14, hcGAS lum -11 and mcGAS lum -10.
CC1(C(=O)NS(=O)(=O)c2ccccc2)CCN1C(=O)c1ccccc1 (stereo not given) was read as NPYLR7 agonist -1 and hcGAS lum -4.
`Cc1[nH]nc(Nc2ccc(Cl)c(Cl)c2)c1[N+](=O)[O-]` gave NPYLR7 agonist 2, hcGAS lum -7 and mcGAS lum 0.
For O=C(Nc1ccc(Cl)cc1Cl)N1CCN(c2nc(-c3ccccc3)nc3cc(Cl)ccc23)CC1 the results were NPYLR7 agonist 10, hcGAS lum -3 and mcGAS lum -4.
Screening O=C(N[C@@H]1CC[C@H]2C[C@@H]1[C@@H](O)CO2)C1CCC1 returned NPYLR7 agonist 3, hcGAS lum 4 and mcGAS lum -8.
For CCCNc1cc(C)nc2c(-c3ccc(C)cc3)c(C)nn12 the results were NPYLR7 agonist -8, hcGAS lum -6 and mcGAS lum -6.
For C=CCN1C(=O)/C(=C2\SC(=S)N(C(C)C)C2=O)c2ccccc21 the results were NPYLR7 agonist -7, hcGAS lum -2 and mcGAS lum -6.
C=CCn1c(=NC(=O)c2ccc(N3C(=O)CCC3=O)cc2)sc2cc(C)ccc21 was read as NPYLR7 agonist 2 and hcGAS lum -7.

Four structures already listed, ordered by count of non-hydrogen atoms, low to high.
For CCCNc1cc(C)nc2c(-c3ccc(C)cc3)c(C)nn12 the results were NPYLR7 agonist -8, hcGAS lum -6 and mcGAS lum -6.
Cc1c(NC(=O)CC2CCc3ccccc3C2)cccc1C(N)=O (stereo not given) was read as NPYLR7 agonist 5 and hcGAS lum -10.
For CC(NC(=O)C(C)N(C)Cc1ccc2ccccc2c1)c1ccc(F)cc1 (stereo not given) the results were NPYLR7 agonist 2, hcGAS lum -8 and mcGAS lum -10.
`O=[N+]([O-])c1ccc(S(=O)(=O)N(Cc2ccc(F)cc2)c2cccc(Cl)c2)cc1` gave hcGAS lum -6 and mcGAS lum -6.

(list continues)
`CC(=O)Nc1cccc(-c2cncc(C(=O)N3CCOCC3)n2)c1` gave NPYLR7 agonist 1, hcGAS lum -4 and mcGAS lum -11.
Cc1nn(C2CCS(=O)(=O)C2)c(C)c1C1NC(=O)c2ccccc2N1 (stereo not given) was read as NPYLR7 agonist 15 and hcGAS lum -4.
CC1CCCC(C)N1C(=N)N (stereo not given) was read as NPYLR7 agonist 4 and hcGAS lum -10.
`CN(CC(=O)NC1(c2ccc(Br)cc2)CC1)c1ccc(Cl)cn1` gave NPYLR7 agonist 10 and hcGAS lum -6.
Screening COCc1nc(C)nc(N2CCN(C(=O)c3cccs3)CC2)c1Cc1cccc(Cl)c1 returned NPYLR7 agonist -3, hcGAS lum -9 and mcGAS lum -8.
Screening O=C(NCc1ccc(S(=O)(=O)N2CCCCC2)s1)c1cc(Cl)cc(Cl)c1 returned NPYLR7 agonist -4 and hcGAS lum -8.
c1nc(NCCCN2CCOCC2)c2cn[nH]c2n1 was read as NPYLR7 agonist 11 and hcGAS lum 4.
Screening Cc1occc1C(=O)NN=CC(Cl)=Cc1ccccc1 returned NPYLR7 agonist 2, hcGAS lum -7 and mcGAS lum -7.
For COc1cc(OC)cc(-n2c(CCC(=O)NCc3cc(F)ccc3F)cc3c2-c2ccccc2CC3)c1 the results were NPYLR7 agonist 23, hcGAS lum 0 and mcGAS lum -6.
CC(=O)NCCNC(=O)C1(C)CCN1Cc1ccc2c(c1)OCCO2 (stereo not given) was read as NPYLR7 agonist 10 and hcGAS lum -9.

7 compounds picked at random from those above, as already listed:
`CC(=O)Nc1cccc(-c2cncc(C(=O)N3CCOCC3)n2)c1` gave NPYLR7 agonist 1, hcGAS lum -4 and mcGAS lum -11.
CC1CCCC(C)N1C(=N)N (stereo not given) was read as NPYLR7 agonist 4 and hcGAS lum -10.
`CN(CC(=O)NC1(c2ccc(Br)cc2)CC1)c1ccc(Cl)cn1` gave NPYLR7 agonist 10 and hcGAS lum -6.
c1nc(NCCCN2CCOCC2)c2cn[nH]c2n1 was read as NPYLR7 agonist 11 and hcGAS lum 4.
For COc1cc(OC)cc(-n2c(CCC(=O)NCc3cc(F)ccc3F)cc3c2-c2ccccc2CC3)c1 the results were NPYLR7 agonist 23, hcGAS lum 0 and mcGAS lum -6.
Screening O=C(NCc1ccc(S(=O)(=O)N2CCCCC2)s1)c1cc(Cl)cc(Cl)c1 returned NPYLR7 agonist -4 and hcGAS lum -8.
Cc1nn(C2CCS(=O)(=O)C2)c(C)c1C1NC(=O)c2ccccc2N1 (stereo not given) was read as NPYLR7 agonist 15 and hcGAS lum -4.
